# From PubChem BioAssay
# ELG1 repair inh: inhibitors of ELG1-dependent DNA repair in HEK293T cells. HEK293T ELG1-luciferase reporter, luminescence, 16 h; DNA damage induced by 5-fluorouridine. Potency, µM (top dose mostly 46.1 µM), for inactives: top-dose activity change, negative = inhibition, actives largely listed as inhibitors. 330,000 tested, 2.3% active; note: potency is the fitted concentration of half-maximal effect; % is set by controls: 0 for no effect and ±100 for the full control effect; nearly all actives have a fitted effect of over 55% in size
#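 Step one: seed 2,000 cells per well. Step two: pin-transfer compound or DMSO alongside 5-fluorouridine. Step three: incubate 16 hr, 37 °C, 5% CO2. Step four: add ONE-Glo, wait 30 min, read luminescence.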
# TSHR antag: antagonists of human thyroid stimulating hormone receptor | TSHR-expressing cells, TSH-stimulated cAMP HTRF, 2 h; active compounds read low | activity change, negative = inhibition, % at 11.5 µM | 330,000 tested, 0.2% active | P16473;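 active = activity change below a set negative limit, meaning inhibition stronger than a set level, cut at about -70% in these data; inconclusive = activity change between two set negative limits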; note: % is set by controls: 0 for no effect and ±100 for the full control effect
#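 TSHR-expressing cells, 200/well, pre-treated with compound, then stimulated with EC80 TSH (4nM final) for 2 hours at 37 deg C. cAMP measured by competitive HTRF: anti-cAMP cryptate antibody in lysis buffer plus cAMP-d2, read after 30 minutes at room temperature.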
# S-ASM inh: inhibitors of human secretory acid sphingomyelinase. 340,000 tested, 0.006% active. Potency, µM (top dose mostly 57.5 µM), inactives show top-dose activity change, negative = inhibition, usual class: inhibitors. P17405. placental ASM, HMU-PC fluorogenic substrate, 60 min. AID 504937; note: potency is the fitted concentration of half-maximal effect
#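 Steps: dispense placental human ASM, pin compound, wait 10 min at room temperature, add HMU-PC0 substrate at 9 uM final, incubate 60 min at 37 °C, add stop solution raising pH to 10, read fluorescence.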
# Tb PFK block: blocks T. brucei phosphofructokinase; O15648; T. brucei PFK, ADP-Glo luminescence; Potency, µM (titrated, usually from 57.5 µM), without a hit: top-dose activity, negative = inhibition, hits mostly inhibitors; 330,000 tested, 0.17% active; AID 485367;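 note: potency is the fitted concentration of half-maximal effect; 0% = uninhibited 1x PFK enzyme wells and -100% = no-enzyme wells; nearly all actives have a fitted effect of over 60% in size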
#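 In TEA buffer at pH 8.0 with 5 mM MgCl2, enzyme (1.25 nM) converted F6P (0.5 mM) and ATP (0.1 mM) for 45 min at room temperature. ADP product was read by luciferase luminescence.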
# AT treatment: potential ataxia-telangiectasia treatments restoring KAP-1 phosphorylation. 320,000 tested, 0.19% active. Potency, µM (series often up to 57.5 µM), for inactives: at the top dose activation, hits mostly activators. […] A-T fibroblasts, KAP-1 phosphorylation AlphaLISA; neocarzinostatin DNA damage 30 min before lysis. AID 485349; note: potency is the fitted concentration of half-maximal effect; % of control where 0% means no effect; nearly all actives have a fitted effect of over 45% in size
#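 ATM-like activity read as KAP-1 phosphorylation via AlphaLISA donor/acceptor antibody pairs after lysis and 6 hr at 25C. Cells were ATM-null patient fibroblasts ([…], hTERT), dosed 60 min, then exposed to the DSB inducer NCS for 30 min.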
# Eya2 inh: inhibitors of human Eya2 phosphatase activity; recombinant Eya2, OMFP fluorescence dephosphorylation (OMFP is methylfluorescein phosphate); 330,000 tested, 0.006% active; Potency, µM (highest dose often 76.9 µM), without a hit: top-dose activity, negative = inhibition, hits mostly inhibitors; AID 488837; note: potency is the fitted concentration of half-maximal effect; % is set by controls: 0 for no effect and ±100 for the full control effect
# Target sequence (O00167 whole entry, looked up): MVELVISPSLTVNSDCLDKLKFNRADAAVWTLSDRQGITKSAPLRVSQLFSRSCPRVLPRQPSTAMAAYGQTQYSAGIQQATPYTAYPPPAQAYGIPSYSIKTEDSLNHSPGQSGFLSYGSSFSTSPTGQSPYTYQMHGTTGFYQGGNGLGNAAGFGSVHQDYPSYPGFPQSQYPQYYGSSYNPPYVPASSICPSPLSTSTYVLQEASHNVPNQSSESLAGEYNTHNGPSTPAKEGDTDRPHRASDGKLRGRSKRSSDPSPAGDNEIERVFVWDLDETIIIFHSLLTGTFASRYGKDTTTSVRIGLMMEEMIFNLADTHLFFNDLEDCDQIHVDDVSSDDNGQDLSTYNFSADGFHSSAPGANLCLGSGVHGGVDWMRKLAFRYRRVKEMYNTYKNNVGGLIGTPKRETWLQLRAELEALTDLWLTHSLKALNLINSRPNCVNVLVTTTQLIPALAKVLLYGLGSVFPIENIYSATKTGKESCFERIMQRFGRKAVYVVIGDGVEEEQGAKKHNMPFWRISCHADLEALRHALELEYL
#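 Eya2 (0.2 uM) preincubated 10 min at ambient with compound, then OMFP substrate added at 50 uM; 10 min reaction in 50 mM HEPES pH 7.5, 50 mM NaCl, 5 uM MgCl2, 0.05% BSA, 1 mM DTT. Fluorescence read at Ex 485/Em 525 nm.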
# PTAP TSG101 blk: blocks PTAP/TSG101 interaction to inhibit HIV-1 budding; Q99816; Fluorescence polarization, FITC-PTAP peptide / Tsg101 binding; Potency, µM (series often up to 115 µM), for the others: at the top dose activity change, negative = inhibition, actives largely listed as inhibitors; 340,000 tested, under 10 active; active = well fitted inhibition curve with a large enough effect in the main read-out, with a control signal flat, not every such curve was filed as active; inconclusive = small, poorly fitted or top-dose-only effect, or effect the other way, or a change in a side signal; inactive = no such curve, though single readings can be large or run the other way; note: potency is the fitted concentration of half-maximal effect; % of control where 0% means no effect
# Target sequence (Q99816 whole entry, looked up): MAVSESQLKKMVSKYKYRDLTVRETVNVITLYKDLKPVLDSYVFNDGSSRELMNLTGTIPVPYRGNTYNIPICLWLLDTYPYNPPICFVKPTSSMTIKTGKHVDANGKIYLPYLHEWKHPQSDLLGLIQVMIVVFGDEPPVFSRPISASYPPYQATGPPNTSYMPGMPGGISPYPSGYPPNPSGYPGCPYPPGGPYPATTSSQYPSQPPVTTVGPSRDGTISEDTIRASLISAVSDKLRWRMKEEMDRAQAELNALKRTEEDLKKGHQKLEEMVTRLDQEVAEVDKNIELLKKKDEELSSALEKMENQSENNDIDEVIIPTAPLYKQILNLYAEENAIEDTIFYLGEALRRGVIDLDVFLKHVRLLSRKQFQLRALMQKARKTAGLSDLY
#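 Fluorescence anisotropy tracks displacement of a FITC-tagged PTAP peptide (50 nM) from the Tsg101 binding domain (10 uM), following a 20 min room-temperature incubation at pH 7.5.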
# BCR signal inh: inhibitors of chronic active B-cell receptor signaling. 340,000 tested, 0.05% active. ABC-DLBCL IkBa-CBG/CBR reporter, luminescence ratio, 4 h. Potency, µM (series often up to 46.1 µM), inactives show top-dose ratio change, negative = lower green/red ratio, most hits filed as inhibitors; active = well fitted inhibition curve with a large enough effect in the signal ratio, with a control signal flat, not every such curve was filed as active; inconclusive = small, poorly fitted or top-dose-only effect, or effect the other way, or a change in a side signal; the % refers to the signal ratio;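 note: potency is the fitted concentration of half-maximal effect; plate controls were basal doxycycline-induced cells for no effect and cells given 10 µM MG132 for full effect; MG132 reads +100%, hits lower the ratio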
#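 Cell line TMD8 (human ABC DLBCL), stably expressing tet-inducible CBG68-IkBa fusion and CBR; IMDM/0.5% FBS; cpd up to 46 uM; dox induction, 4 h, 37C/5% CO2; dual luminescence; green/red ratio; MG132 control.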
# Integrin act MD: integrin-mediated muscular dystrophy alleviation activation | alpha7betagal myoblasts, beta-gal FDG fluorescence, 48 h | Potency, µM (doses to about 38.3 µM), for the others: at the top dose activation, hits mostly activators | AID 624291 | 350,000 tested, 0.064% active;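 note: potency is the fitted concentration of half-maximal effect; 100% = response of the positive control SU9516; nearly all actives have a fitted effect of over 60% in size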
#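 Alpha7betagal+/- myoblasts (passage 13) were plated 16-24 hr, then exposed to compounds (1:260 dilution of DMSO stock) for 48 hours at 37C. After MPER lysis, β-galactosidase reporter activity was read as FDG fluorescence (ex 480/em 540) after 30 minutes.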
# TCR activator: activators of T cell receptors; primary human leukocytes, anti-CD3, IL-2 HTRF, 48 h; Potency, µM (top dose mostly 9.22 µM), for the others: at the top dose activation of IL-2 secretion, hits mostly activators; 330,000 tested, under 10 active; AID 504894; note: % of control where 0% means no effect
#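 48 hr co-incubation of compounds, a-CD3 beads and primary human leukocytes; IL-2 quantified homogeneously by HTRF with anti-IL-2 K and d2 conjugates.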
# Mito fusion act: mitochondrial division inhibition or fusion activation. S. cerevisiae fusion-defective mutant growth rescue, CellTiterGlo 48 h. Potency, µM (highest dose often 46.1 µM), without a hit: top-dose growth rescue (activation), usual class: activators. 320,000 tested, 0.23% active;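 note: potency is the fitted concentration of half-maximal effect; % of control where 0% means no effect; nearly all actives have a fitted effect of over 45% in size; temperature-sensitive fusion mutants such as fzo1-1 at 37 °C on non-fermentable ethanol glycerol medium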
#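 S. cerevisiae fusion-defective temperature-sensitive mutants (e.g. fzo1-1, mgm1-5) grown 48 h at 37C in YPEG (ethanol/glycerol non-fermentable) medium with 23 nl compound per well; growth rescue read as CellTiterGlo luminescence.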
# * marks the source's active call; other numbers are inactive results; i = inactive; ? = inconclusive; . = not tested or not shown; [ ] = dose if it differs, or a comment. Unless noted, calls come from the whole dose curve; as a rule, active = well fitted curve in the direction sought with a large enough effect; inconclusive = small, poorly fitted or top-dose-only effect, or another doubt; inactive = no such curve, though single readings can be large; an effect the other way counts as inactive or inconclusive.
SMILES,ELG1 repair inh,TSHR antag,S-ASM inh,Tb PFK block,AT treatment,Eya2 inh,PTAP TSG101 blk,BCR signal inh,Integrin act MD,TCR activator,Mito fusion act
CCN1CCc2c(OCC(=O)N3CCC(C)CC3)cccc2C1=O,0%,-4,-2%,-1%,-1%,-2%,0%,-10%,23%,0%,0%
COc1ccc(NCc2ccccc2[N+](=O)[O-])cc1OC,-17%,-2,-1%,2%,-1%,-5%,-1%,-8%,-34%,-26%[46.1 µM],0%
CCOC(=O)N1CCN(Cc2nc3c(c(=O)n(C)c(=O)n3C)n2CCC(C)C)CC1,5%,34,1%,0%,26%,15%,6%,-26%,-11%,-10%,-5%
Cc1ccc(C(=O)N/C(=C\c2cn(S(=O)(=O)N(C)C)c3ccccc23)C(=O)NCCCN2CCOCC2)cc1,13%,16,-1%,-2%,0%,1%,-5%,-12%,-21%,-5%,2%
C=CCN(CC=C)C(=S)NC(=O)/C=C/c1ccccc1,-2%,5,4%,-2%,6%,-1%,-5%,1%,-5%,1%[46.1 µM],-3%
COc1cc(OC)cc(C(=O)Nc2sc3c(c2C(N)=O)CCC3)c1,?,-9,i,-2%,1%,4%,-1%,-11%,4%,-1%,-1%
COc1ccc(CCNC(=O)C2CC(c3ccccc3F)=NO2)cc1 (configuration not stated),15%,-3,3%,4%,-16%,0%,.,-8%,0%,-1%,9%
Cc1cc(S(=O)(=O)Nc2cccnc2)c(C)s1,-10%,-3,6%,3%,-1%,-21%,1%,-3%,6%,3%,1%
COC(=O)C1(S(=O)(=O)C2(C(=O)OC)CCCC2)CCCC1,2%,-11,-4%,0%,-2%,-9%,1%,1%,2%,7%,-1%
Cc1oc(S(=O)(=O)N(C)C)cc1C(=O)Nc1ccc(F)cc1,-6%,-6,-1%,3%,0%,-13%,0%,?,0%,-3%,-1%
Cc1ccc(-c2n[nH]c(=S)n2/N=C/c2cc3c(cc2[N+](=O)[O-])OCO3)cc1,-16%,-7,-6%,-13%,-3%,3%,-5%,21%,-3%,0%,1%
O=C(COC(=O)c1cc(S(=O)(=O)N2CCOCC2)ccc1Cl)Nc1ccccc1Cl,-7%,9,-2%,-11%,-4%,4%,-2%,?,11%,-3%,10%
Cn1nc(CC(=O)NC2CCCCCC2)c2ccccc2c1=O,?,-10,2%,-2%,2%,15%,6%,-2%,-11%,-3%,-2%
Cc1cc2ccccn2c1C(=S)NC(=O)c1ccccc1,17%,-10,-2%,-2%,-15%,-1%,0%,6%,-9%,2%[46.1 µM],3%
COC(=O)c1ccc(OCC(O)CNC2CCCC2)cc1 (configuration not stated),-1%,-9,2%,0%,7%,-4%,-3%,0%,-10%,-4%,2%
O=C(CCc1nc(-c2ccccc2F)no1)Nc1cccnc1,-9%,-2,-9%,-4%,3%,-3%,1%,9%,-1%,5%,0%
C/C(=N\OC(=O)Nc1ccccc1)c1cnn(-c2cc(C(F)(F)F)cc(C)n2)c1C,3%,-4,-2%,-3%,-1%,-2%,-4%,?,11%,-1%,4%
NC1=NC[C@H](Cc2ccc(O)cc2)N1CCc1cccc2ccccc12,23%,-3,-7%,-1%,-10%,-6%,-6%,-3%,-13%,3%,-4%
O=C(Nc1cccc(-n2cnnn2)c1)c1cc(Cl)ccc1Cl,7%,2,-3%,-4%,1%,0%,-6%,-3%,-20%,-7%,5%
COc1ccc(CC(=O)Nc2cccc(C(=O)Nc3cccc(C)c3)c2)cc1,-11%,-10,.,0%,7%,-5%,.,?,.,.,-4%
CCC1Sc2ccccc2N(CC(=O)NCc2ccc3c(c2)OCO3)C1=O (configuration not stated),?,-36,1%,-6%,8%,-22%,-10%,0%,27%,2%,19%
Cc1ccn2c(NC3CCCC3)c(-c3ccncc3)nc2c1,-6%,-12,13%,-4%,3%,-3%,-7%,9%,-8%,3%,1%
c1cc(-c2nn[nH]n2)ccc1CN1CCCCC1,0%,2,4%,-4%,0%,10%,0%,5%,20%,-1%,-7%
O=C(Nc1ccn(Cc2ccccc2F)n1)c1ccc(COc2ccccc2Cl)cc1,?,-50,-5%,-5%,3%,-4%,-1%,?,0%,-3%,7%
CNC(=O)COC(=O)/C=C/c1cccs1,10%,-7,2%,0%,4%,3%,-6%,-1%,-11%,2%,-2%

# Carrying on:
SMILES,ELG1 repair inh,TSHR antag,S-ASM inh,Tb PFK block,AT treatment,Eya2 inh,PTAP TSG101 blk,BCR signal inh,Integrin act MD,TCR activator,Mito fusion act
Fc1ccc(CSc2nnc(-c3cnccn3)n2Cc2ccco2)cc1,21%,2,-1%,-6%,2%,14%,-5%,-14%,-10%,2%,-1%
COc1cccc(N2CCN(c3ccc4nnc(CCC(=O)Nc5ccccn5)n4n3)CC2)c1,-8%,6,-1%,-3%,8%,5%,2%,-4%,-9%,3%,-3%
Clc1ccc(-c2csc(-c3ccno3)n2)cc1,?,0,-5%,-6%,-9%,0%,-2%,?,26%,3%,0%
Cc1ccc(C(=O)NCc2cccc(C(F)(F)F)c2)cc1S(=O)(=O)N1CCCCC1,-6%,-14,0%,-6%,2%,13%,-10%,-1%,-17%,-2%,-3%
COc1ccc(Cl)cc1N(C(=O)c1ccco1)C(C(=O)NC1CCCC1)c1cccnc1 (configuration not stated),-16%,-2,8%,0%,-5%,4%,-5%,10%,5%,-3%,5%
CCCCC(=O)Nc1nc2ccc3nc(C)sc3c2s1,?,-4,-20%,-5%,-2%,-9%,-1%,9%,12%,-3%[46.1 µM],15%
Cc1cc(Cl)c2oc(C(=O)N(C)CCCN3CCOCC3)c(C)c2c1,?,3,0%,1%,1%,5%,-1%,-12%,17%,4%,-4%
CCc1ccc(C(=O)COC(=O)c2n[nH]c3ccccc23)cc1,?,-8,-9%,-3%,3%,-10%,-1%,?,-13%,.,-1%
COc1cccc(C(=O)Cn2c(NCCCO)nc3ccccc32)c1,-4%,30,0%,0%,-6%,-3%,-1%,5%,2%,-5%,2%
C=CCn1c(-c2ccc3[nH]c(C)c(C)c3c2)n[nH]c1=S,-5%,-10,-3%,-20%,.,3%,1%,?,9%,-9%,-6%
CCN1CCN(c2cc(C)c3cc(NC(=O)c4cccs4)ccc3n2)CC1,-9%,7,25%,-2%,-12%,-2%,-2%,-6%,-57%[inhibitor],4%,0%
COc1cc(S(=O)(=O)NCc2ccncc2)c(OC)cc1Cl,?,-1,4%,-1%,2%,-1%,1%,3%,18%,-8%,-2%
CCOc1cc(C(=O)NCCC(=O)N2CCC3(CC2)NCCc2[nH]cnc23)cc(OCC)c1OCC,0%,-7,3%,4%,6%,9%,-4%,-1%,31%,-4%,-13%
CC(C)(C)NCCCCOc1ccccc1F,-1%,7,5%,4%,2%,2%,-1%,9%,25%,3%,-1%
Cc1ccc(CCNC(=O)C2CCN(S(=O)(=O)c3ccc4c(c3)CCC(=O)N4)CC2)cc1,?,8,0%,-5%,1%,3%,-3%,1%,-8%,3%[46.1 µM],-2%
CC(C)N(CCNCc1nnc(-c2ccccc2)o1)C(C)C,13%,17,-2%,6%,-7%,14%,-6%,0%,?,2%,-1%
O=C(O)c1ccccc1C(=O)c1ccc(Sc2ccc(Cl)cc2)c([N+](=O)[O-])c1,0%,-18,9%,-11%,2%,0%,-5%,?,0%,-5%,7%
CCS(=O)(=O)Nc1cccc(C2=NN(S(C)(=O)=O)C(c3ccccc3)C2)c1 (configuration not stated),5%,3,3%,-2%,4%,-1%,15%,-11%,-21%,0%,1%
CCC(C(=O)Nc1nccs1)c1ccccc1 (configuration not stated),-14%,-8,-2%,-1%,4%,2%,2%,8%,-11%,1%,-2%
COc1ccc(CCCc2nnc(SCC(=O)NN)o2)c(C)c1,-5%,-6,0%,0%,4%,-10%,-2%,-20%,4%,2%,-17%
CC(OC(=O)c1cc(=O)[nH]c2ccccc12)c1ccccc1 (configuration not stated),?,-10,-1%,-1%,6%,-6%,0%,?,-14%,5%,-1%
